Bim-Bcl-W: inhibitors of Bim binding to Bcl-W, primary screen, biochemical, multiplexed, bead-based flow cytometry; inhibition, % at 10 µM; Bim peptide-Bcl-W binding; 190,000 tested, 0.02% active;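 also: 0% = bound tracer without compound and 100% = peptide blocker; higher means less fluorescent Bim peptide bound to Bcl-W beads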
Target sequence (Q92843 whole entry, looked up): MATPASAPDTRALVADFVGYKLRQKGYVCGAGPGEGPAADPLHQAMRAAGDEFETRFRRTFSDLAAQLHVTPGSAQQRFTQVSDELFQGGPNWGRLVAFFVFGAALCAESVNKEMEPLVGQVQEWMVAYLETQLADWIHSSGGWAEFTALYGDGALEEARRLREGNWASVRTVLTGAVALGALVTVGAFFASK
Bfl-1 Bim block: inhibitors of Bim binding to Bfl-1, primary screen, biochemical, multiplexed, bead-based flow cytometry; 190,000 tested, 0.12% active; AID 1008, 2008; inhibition, % at 10 µM; Bcl-2-related protein A1 (Homo sapiens), Q16548; Bim-Bfl-1 binding inhibition;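 also: 0% = wells without compound plus tracer and 100% = blocker peptide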
Bcl-B Bim block: inhibitors of Bim-Bcl-B binding, primary screen, biochemical, multiplexed, human Bcl-2 family; Bcl-2-like protein 10 (Homo sapiens), Q9HD36; inhibition, % at 10 µM; bead-based flow cytometry, Bim peptide-Bcl-B binding; 190,000 tested, 0.073% active; AID 951, 2007;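 also: 0% = tracer peptide without compound and 100% = reference inhibitor peptide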
Target sequence (Q9HD36 whole entry, looked up): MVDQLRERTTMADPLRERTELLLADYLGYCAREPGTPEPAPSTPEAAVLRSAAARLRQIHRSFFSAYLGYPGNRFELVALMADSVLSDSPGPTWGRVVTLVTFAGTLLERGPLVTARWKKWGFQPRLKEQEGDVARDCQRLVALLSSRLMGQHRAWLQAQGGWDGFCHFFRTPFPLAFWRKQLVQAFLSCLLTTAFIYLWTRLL
Bcl-2 Bim block: inhibitors of Bim-Bcl-2 binding, primary screen, biochemical, multiplexed, human Bcl-2 family | Bead-based flow cytometry, Bim peptide-Bcl-2 binding | inhibition, % at 10 µM | 190,000 tested, 0.06% active; in the data active = inhibition above about 40%; inconclusive = no clear call, values can overlap the other calls;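 also: 0% = no compound wells with probe peptide and 100% = reference peptide inhibitor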
RGS4-Gao reg: modulators of RGS4 binding to Galphao, primary screen, biochemical, multiplexed bead flow cytometry | actives lie on both sides | AID 1415, 2008 | 220,000 tested, 0.33% active | binding response (% of control), % at 10 µM; in the data active = binding response below about 49% or above about 150%; inactive = in between;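 also: fluorescent Galphao activated with aluminum fluoride binding bead-coupled RGS4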
Target sequence (P09471 whole entry, looked up): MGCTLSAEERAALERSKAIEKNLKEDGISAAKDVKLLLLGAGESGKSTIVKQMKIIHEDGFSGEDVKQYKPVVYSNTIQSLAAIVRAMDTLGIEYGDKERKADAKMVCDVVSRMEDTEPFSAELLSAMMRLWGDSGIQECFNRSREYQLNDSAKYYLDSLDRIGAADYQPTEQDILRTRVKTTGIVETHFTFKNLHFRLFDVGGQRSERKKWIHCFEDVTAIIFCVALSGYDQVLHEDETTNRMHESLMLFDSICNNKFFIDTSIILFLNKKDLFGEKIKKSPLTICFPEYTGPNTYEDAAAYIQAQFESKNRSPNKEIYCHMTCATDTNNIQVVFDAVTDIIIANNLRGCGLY
RGS8-Gao: RGS8-Galphao binding modulators, primary screen, biochemical, multiplexed bead flow cytometry. 220,000 tested, 0.34% active. actives lie on both sides. Guanine nucleotide-binding protein G(o) subunit alpha (Homo sapiens), P09471. response (percent of control binding), % at 10 µM. AID 1423, 2008; in the data active = response below about 60% or above about 140%; inactive = in between;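 also: Galphao activated as the GDP aluminium fluoride complex binding bead-coupled RGS8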
Mcl1-Bid inh: Mcl-1/Bid binding inhibitors, primary screen, biochemical, TR-FRET, 1536-well | 220,000 tested, 0.97% active | TR-FRET Mcl-1/Bid-Dy647 peptide binding | inhibition, % at 21.7 µM | AID 1021, 2008;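 active = compounds that cut the binding signal by more than half at the single screening dose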;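 also: His-tagged Mcl-1 with europium anti-His antibody binding Bid BH3 peptide; 0% = Mcl-1 plus peptide wells and 100% = peptide-only wells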
Mcl-1 Bim block: inhibitors of Bim peptide binding to Mcl-1, primary screen, biochemical, bead-based flow cytometry, multiplex. Bim peptide-Mcl-1 binding. inhibition, % at 10 µM. 190,000 tested, 0.1% active;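 also: 0% = no compound tracer wells and 100% = peptide blocker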
Bcl-XL Bim block: inhibitors of Bim-Bcl-XL binding, primary screen, biochemical, multiplexed, bead flow cytometry, human Bcl-XL; Bcl-2-like protein 1 (Homo sapiens), Q07817; inhibition, % at 10 µM; Bim peptide-Bcl-XL binding, fluorescence; 190,000 tested, 0.04% active
Target sequence (Q07817 whole entry, looked up): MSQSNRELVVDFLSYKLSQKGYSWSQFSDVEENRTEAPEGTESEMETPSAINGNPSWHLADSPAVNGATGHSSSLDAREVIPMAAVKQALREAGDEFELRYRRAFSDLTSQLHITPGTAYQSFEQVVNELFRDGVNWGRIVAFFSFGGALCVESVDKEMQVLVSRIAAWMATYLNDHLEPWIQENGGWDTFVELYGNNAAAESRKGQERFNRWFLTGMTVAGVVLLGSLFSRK
Mcl1 Noxa PPI: Mcl-1/Noxa binding inhibitors, primary screen, biochemical, TR-FRET, 1536-well | Induced myeloid leukemia cell differentiation protein Mcl-1 (Homo sapiens), Q07820 | 220,000 tested, 1.5% active | TR-FRET Mcl-1/Noxa peptide binding, 2 h | AID 1022, 2008 | inhibition, % at 21.7 µM;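 active = compounds that cut the protein-peptide binding signal by more than 50% relative to plate controls in a single-dose test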;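 also: His-tagged Mcl-1 with rhodamine Noxa BH3 peptide and terbium anti-His antibody; 0% = Mcl-1 plus Noxa peptide wells and 100% = peptide-only wells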
RGS7-Gao: RGS7-Galphao binding modulators, primary screen, biochemical, multiplexed bead flow cytometry | Guanine nucleotide-binding protein G(o) subunit alpha (Homo sapiens), P09471 | actives lie on both sides | binding response (% of control), % at 10 µM | 220,000 tested, 0.35% active | AID 1439, 2008; in the data active = binding response below about 49% or above about 150%; inconclusive = no clear call, values can overlap the other calls; inactive = in between;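 also: fluorescent Galphao held in activated GDP-AlF4 state binding bead-coupled RGS7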
Starred values were filed as active, the others as inactive; ? = inconclusive; . = not tested or not shown; [ ] = another dose, or the depositor's remark. Rule as the data show it, unless noted: active = inhibition above about 40%.

Bim-Bcl-W,Bfl-1 Bim block,Bcl-B Bim block,Bcl-2 Bim block,RGS4-Gao reg,RGS8-Gao,Mcl1-Bid inh,Mcl-1 Bim block,Bcl-XL Bim block,Mcl1 Noxa PPI,RGS7-Gao,SMILES
1,1,2,0,107,119,38,0,0,3,105,COC(=O)C1CCN(c2cc(=O)n(-c3ccc(OC)cc3)c(=O)[nH]2)CC1
0,-3,-2,0,96,98,-24,-1,-1,2,92,O=[N+]([O-])c1ccc(NCCCNS(=O)(=O)c2ccccc2)cc1
-2,-7,-4,-2,92,95,-10,0,-2,17,?,COc1ccc(COC(=O)N/C=C/c2ccco2)cc1
-1,0,0,-2,103,101,-10,-1,-1,10,100,O=C(c1ccc(F)cc1)N(NC(=O)C(O)(c1ccccc1)c1ccccc1)c1ccccc1
0,-2,-3,-2,104,102,2,-3,-2,2,102,CCOc1ccc(S(=O)(=O)N(C)c2ccc(OCC(=O)Nc3ccc4[nH]c(=O)[nH]c4c3)cc2)cc1
3,4,2,3,113,118,-61,2,2,-52,162*[activator],Cc1ccc(S(=O)(=O)NC2(C(F)(F)F)C(=O)Nc3c2c(=O)[nH]c(=O)n3-c2ccccc2)cc1 (centres undefined)
3,-7,-1,-3,96,96,-46,2,0,-5,97,CC1=C(C(=O)N(C)C)C(c2ccccc2OC(F)F)NC(=O)N1 (centres undefined)
.,.,.,.,104,102,-9,.,.,-11,?,Cc1onc(-c2ccccc2)c1CNC(=O)Nc1cccc(Cl)c1
-5,-4,-5,-2,43*,51*,-10,-1,-1,-16,31*,O=C(c1ccco1)N1CCN(c2ccc([N+](=O)[O-])c(N3CCOCC3)c2)CC1
1,3,-1,4,103,103,2,0,-1,-19,102,COCCCNC(=O)Cn1cc(C(=O)c2cccs2)c2ccccc21
-2,1,-5,-13,.,.,6,-3,-6,5,.,Cc1nc2cc(NS(=O)(=O)c3c(C)c(C)cc(C)c3C)ccc2s1
-2,-4,-3,-6,114,104,-30,1,-6,12,117,CCn1c(Cc2cccs2)nnc1SCC(=O)c1ccc(C)cc1
-7,-9,-9,-5,99,105,99*,-8,-12,73*,100,O=[N+]([O-])c1cccc(S(=O)(=O)Nc2nc3ccccc3nc2Nc2cccc(S(=O)(=O)N3CCCCC3)c2)c1
-4,-3,-4,-4,97,101,-62,0,-4,38,95,CCOC(=O)c1c(CN(C)C)n(-c2ccccc2)c2cc(Br)c(O)cc12
-4,-10,-8,-5,99,103,-25,-3,-6,-27,99,CSc1sc(C)cc1C1C(C#N)=C(N)N(c2cccnc2)C2=C1C(=O)CC(C)(C)C2 (centres undefined)
-1,-1,-2,-1,88,97,-20,-1,-1,-4,95,COc1ccc(-n2nc([N+](=O)[O-])c(=NCc3ccco3)n2O)cc1
0,6,-1,-2,100,90,-9,0,0,-9,96,O=S(=O)(NCCc1ccccc1)c1ccccc1
-2,0,-7,0,100,100,-10,-1,-5,23,101,Cc1nn(-c2ccccc2)c2c1C(c1ccc(F)cc1)C(C#N)=C(N)O2 (centres undefined)
.,.,.,.,114,99,-22,.,.,1,?,Cc1ccc(-c2cn3nc(-c4ccccc4)c(-c4ccccc4)nc3n2)cc1
0,3,-1,-3,94,93,-64,-3,8,11,98,CCOc1ccc(CNc2ccc3c(c2)nc(C)n3C)cc1
-2,-5,-3,-4,98,98,-13,-2,-5,0,99,CN(C)S(=O)(=O)c1ccc(-n2cccc2)cc1
1,0,0,0,101,101,-12,-1,0,26,98,CCOC(=O)c1[nH]c(C)c(C(=O)OC(C)C(=O)Nc2ncc(Cl)cc2Cl)c1C (centres undefined)
0,-3,-4,0,102,103,-3,-4,-8,6,104,O=C(NCCc1c[nH]c2ccccc12)C(=O)NCC1OCCCN1S(=O)(=O)c1ccc(F)cc1 (centres undefined)
13,11,5,10,98,97,-5,2,10,9,99,O=C(CSc1nc2cc([N+](=O)[O-])ccc2n1-c1ccc(F)cc1)NC1CCS(=O)(=O)C1 (centres undefined)
.,.,.,.,101,98,-9,.,.,-7,?,O=S(=O)(CC(c1ccccc1)N1CCCCC1)c1ccc(Cl)cc1 (centres undefined)
-6,-28,-8,-4,103,104,-33,-5,-7,7,103,CCCCn1nnnc1SCC(=O)Nc1cccc(C)n1
3,-2,0,-2,99,102,-1,0,-1,11,99,O=C(NC1(C(F)(F)F)NC(=O)N(Cc2cccnc2)C1=O)c1ccc(F)cc1 (centres undefined)
.,.,.,.,98,100,-18,.,.,-12,?,O=C(O)c1cc(N/N=C/c2cccnc2)ccc1Cl
2,-4,-3,-1,106,104,-7,0,-1,22,?,CC1(C)COCN1C(=O)c1ccc(Cl)c(Cl)c1
0,-2,0,-3,101,104,8,-1,-2,6,105,COc1ccc2c(Cl)c(C(=O)NC3CCS(=O)(=O)C3)sc2c1 (centres undefined)
0,-1,0,-2,95,90,-9,0,-1,-16,95,CSc1nnc(-c2ccccc2Cl)n1N
2,-2,2,0,103,103,-2,3,0,8,102,CC(O)CCC(=O)NNC1=CC(=O)CC(C)(C)C1 (centres undefined)
34,43*,-1,16,93,87,-1,12,5,69*,87,COc1cc(C2Nc3cccc4cccc(c34)N2)ccc1OC(C)=O
-3,-5,-2,-5,97,90,-7,-3,-2,7,97,O=C(NCC1CCCN(C(=O)c2cscn2)C1)c1ccc(-c2ccccc2)cc1 (centres undefined)
0,-11,-6,-7,101,104,4,-2,-3,2,103,Cc1ccccc1OCc1nc2c3cnn(C)c3ncn2n1
0,-5,-7,1,99,104,-15,0,-1,27,99,Cc1cc(C(=O)Nc2ccc3c(c2)CCC3)c2ccccc2n1
-4,-2,-6,0,101,101,8,-3,-4,28,98,O=C(O)/C(=C1\OC(=O)c2ccccc21)c1ccccc1
2,7,-2,3,98,95,-57,1,0,42,90,CC(C)C1Nc2ccc(C(=O)O)cc2C2C=CCC21 (centres undefined)
0,-1,0,4,100,100,-42,-1,1,-16,101,CC/C(C)=N/Nc1cccc([N+](=O)[O-])c1
-2,0,0,0,100,99,-23,-1,-7,-8,100,CC(=O)NC(=S)Nc1cc(C(F)(F)F)ccc1N1CCOCC1
2,0,0,-2,105,106,-48,-1,-1,8,105,CN(C1=C(N2CCOCC2)C(=O)c2ccccc2C1=O)c1ccccc1
-3,3,-4,-1,104,103,-2,-2,-6,16,100,COc1ccc(/C=C/c2nc3cc(-c4ccccc4)ccc3o2)cc1O
3,-3,10,-6,90,98,10,0,2,6,92,Cc1ccc(-n2c(SCC(=O)N/N=C/c3ccc(C)s3)nnc2-c2ccccc2)cc1
-5,-4,-2,-2,97,102,-28,0,-4,3,101,OCC1(Cc2cccc(Cl)c2)CCCN(Cc2cnn(-c3ccccc3)c2)C1 (centres undefined)
0,-5,-4,-1,102,103,-6,-2,-1,0,99,CCC(=O)Oc1ccc(NC(=O)c2ccco2)cc1
-9,-4,-10,-6,102,105,-7,-4,-10,-9,102,O=C(NCc1ccc(-c2nc3ccccc3s2)cc1)c1ccc(Br)o1
-3,-17,-13,-13,100,100,-2,-5,-8,-16,98,Cc1ccnc(N2CCCC(C(=O)Nc3cc(F)ccc3C)C2)n1 (centres undefined)
0,-1,-6,-1,102,100,-19,-1,-4,-8,104,C=CCN1C=CC=C/C1=C1\SC(=S)N(C)C1=O
1,-2,-4,1,104,100,-21,0,0,-12,110,C=CCC1C=C(C)CC(CC=C)N1 (centres undefined)
-1,-3,-5,-5,96,108,-28,-1,-1,1,96,CCCC(C)NC1=NCCCCC1 (centres undefined)
-2,-2,-4,-1,101,104,8,-1,-3,22,100,Cc1ccc2nc(NC(=O)C3CCN(S(=O)(=O)c4cnc[nH]4)CC3)sc2c1
-1,-1,-2,0,100,102,5,-1,-1,4,99,CCCCCCCC(=O)OCC(=O)[C@@]1(O)CC[C@H]2[C@@H]3CCC4=CC(=O)CC[C@]4(C)[C@H]3[C@@H](O)C[C@@]21C
-7,1,-1,-3,100,101,-52,-4,-3,9,98,CN1CCN(Cc2cn(C)nc2-c2ccccc2F)CC1c1ccccc1 (centres undefined)
0,-3,-1,0,96,97,-33,-2,-1,9,96,COc1cccc(C2C(C#N)=C(N)Oc3cc(C)[nH]c(=O)c32)c1OC (centres undefined)
4,1,16,4,98,88,-28,-2,-2,10,131,Cc1ccc(C)n1-c1ccc(-c2nnc3n2CCCCC3)s1
-2,-20,-9,-10,101,103,7,-3,-7,17,101,COC(=O)Cn1ncc2c3ccccc3n(C)c2c1=O
8,1,-2,-4,94,102,3,-4,3,-10,96,CCOCCCn1c(=NC(C)=O)c(C(=O)OCC)cc2c(=O)n3ccccc3nc21
.,.,.,.,94,98,-15,.,.,-2,?,Cc1cc(C(=O)Nc2ccc(N3CCCCC3)cc2)no1
-2,-5,-4,0,97,98,-15,-3,-3,0,100,Cc1ccc(-c2nc(CN3CCCCC3c3cccc(F)c3)c(C)o2)o1 (centres undefined)
2,-14,0,-8,99,101,-19,0,-4,18,97,CCOc1ccc(-n2c(SCC(=O)NC(C)CC)nc3n[nH]c(C)c3c2=N)cc1 (centres undefined)

Entries of single compounds, looked up by structure. Order of screens: Bim-Bcl-W | Bfl-1 Bim block | Bcl-B Bim block | Bcl-2 Bim block | RGS4-Gao reg | RGS8-Gao | Mcl1-Bid inh | Mcl-1 Bim block | Bcl-XL Bim block | Mcl1 Noxa PPI | RGS7-Gao
`C=CCC1C=C(C)CC(CC=C)N1` (centres undefined) reads 1 | -2 | -4 | 1 | 104 | 100 | -21 | 0 | 0 | -12 | 110
`CCCCCCCC(=O)OCC(=O)[C@@]1(O)CC[C@H]2[C@@H]3CCC4=CC(=O)CC[C@]4(C)[C@H]3[C@@H](O)C[C@@]21C` reads -1 | -1 | -2 | 0 | 100 | 102 | 5 | -1 | -1 | 4 | 99

Going on with the list:
Bim-Bcl-W,Bfl-1 Bim block,Bcl-B Bim block,Bcl-2 Bim block,RGS4-Gao reg,RGS8-Gao,Mcl1-Bid inh,Mcl-1 Bim block,Bcl-XL Bim block,Mcl1 Noxa PPI,RGS7-Gao,SMILES
-4,-1,-7,0,103,102,3,-1,-7,8,108,Cc1cc(C)cc(NC(=O)N2CCC(NC(=O)c3ccccc3C)CC2)c1
-2,-10,-8,-11,98,99,-9,-1,-6,1,96,CCOC(=O)C1CCCN(S(=O)(=O)c2cn(C)c(=O)n(C)c2=O)C1 (centres undefined)
4,-1,-3,-4,99,104,-7,1,0,18,96,O=C(Nc1nc2ccc([N+](=O)[O-])cc2s1)c1ccc(S(=O)(=O)N2CCCc3ccccc32)cc1
-3,-5,-9,-10,101,102,-17,-7,-7,20,102,Cc1ccc(-c2csc(NC(=O)CCCc3cccs3)n2)cc1
-2,0,-22,-9,104,99,-6,-7,-10,-7,110,CCC1CCCCN1CCCNC(=O)CC1Oc2ccc(C)cc2NC1=O (centres undefined)
-1,-1,-1,-3,87,91,0,-5,-4,7,87,N/C(=N\c1nc2c(c(=O)[nH]1)CCCC2)Nc1ccc(Oc2ccccc2)cc1

High-throughput results deposited in PubChem BioAssay by several laboratories.

An unsorted share of the library. About 2.7% of those tested had a hit in this group.
